Pf gamet viab = P. falciparum stage V gametocyte viability inhibition; P. falciparum stage V gametocytes, ATP luminescence, 24 h; inhibition, % at 10.9 µM; actives 0.065% (n = 150,000); AID 743093;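 active = inhibition above the mean plus 3 SD of compounds within the control limits, set per campaign, cut at about 38% in these data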;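 also: 0% = DMSO wells and 100% = medium only without gametocytes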
HRas wt GTP bind = changes GTP binding to wildtype human HRas; P01112; GST-Ras wt beads, Bodipy-FL-GTP binding, flow cytometry; actives lie on both sides; GTP binding activity, % at 10 µM; actives 0.14% (n = 190,000); AID 759;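 active = GTP binding activity at least 20% away from the 100% baseline, either lowered as inhibitor or raised as activator; inconclusive = flagged as likely green fluorescent, judged across all proteins in the well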;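 also: 0% = unlabeled GTP competition control and 100% = no-compound control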
Target sequence (P01112 whole entry, looked up): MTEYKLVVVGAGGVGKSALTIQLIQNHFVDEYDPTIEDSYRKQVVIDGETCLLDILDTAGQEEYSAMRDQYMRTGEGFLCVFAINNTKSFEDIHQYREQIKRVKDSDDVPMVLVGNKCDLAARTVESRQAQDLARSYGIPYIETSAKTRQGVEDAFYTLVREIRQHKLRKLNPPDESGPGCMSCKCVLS
Mcl1 Noxa PPI = Mcl-1/Noxa interaction inhibition | TR-FRET Mcl-1/Noxa peptide binding, 2 h | inhibition, % at 21.7 µM | actives 1.5% (n = 220,000) | AID 1022;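 active = compounds that cut the protein-peptide binding signal by more than 50% relative to plate controls in a single-dose test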;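 also: His-tagged Mcl-1 with rhodamine Noxa BH3 peptide and terbium anti-His antibody; 0% = Mcl-1 plus Noxa peptide wells and 100% = peptide-only wells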
Target sequence (Q07820 whole entry, looked up): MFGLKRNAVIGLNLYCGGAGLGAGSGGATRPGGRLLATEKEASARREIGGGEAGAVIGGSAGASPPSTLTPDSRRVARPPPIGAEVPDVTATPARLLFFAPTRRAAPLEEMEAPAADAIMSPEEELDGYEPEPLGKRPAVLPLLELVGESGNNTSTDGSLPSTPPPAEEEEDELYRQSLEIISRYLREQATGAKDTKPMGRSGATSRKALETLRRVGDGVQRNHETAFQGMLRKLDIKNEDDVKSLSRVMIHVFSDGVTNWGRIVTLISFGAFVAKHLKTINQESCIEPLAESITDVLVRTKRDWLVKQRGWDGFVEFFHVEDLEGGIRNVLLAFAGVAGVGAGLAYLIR
Rab7 wt modul = dog Rab7 wildtype GTP binding, inhibitors and activators. GST-Rab7 beads, fluorescent GTP binding, flow cytometry; actives lie on both sides; untreated = 100%, excess cold GTP = 0%. GTP binding activity (percent of control), % at 10 µM. actives 0.055% (n = 190,000);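 active = fluorescent GTP binding to Rab7 beads changed by at least 20 points from the 100% baseline, either direction, mostly lower; inconclusive = compound itself probably fluorescent, or too few beads counted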;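 also: median green fluorescence of bound Bodipy-FL-GTP per Rab7 bead population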
Cdc42 wt = modulators (inhibitors or activators) of GTP binding to human Cdc42 wildtype. P60953. percent activity (GTP binding), % at 10 µM. actives 0.2% (n = 190,000). GST-Cdc42 beads, Bodipy-GTP binding, flow cytometry; actives lie on both sides. AID 761;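 active = percent activity GTP binding at least 20 points away from the 100% baseline, either down as inhibitor or up as activator; inconclusive = compound flagged as likely green fluorescent from well-wide comparison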;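 also: median bead fluorescence of bound Bodipy-FL-GTP at 100 nM; 0% = excess unlabeled GTP control and 100% = no compound control; below 100% means less GTP binding so inhibitor and above means activator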
Target sequence (P60953 whole entry, looked up): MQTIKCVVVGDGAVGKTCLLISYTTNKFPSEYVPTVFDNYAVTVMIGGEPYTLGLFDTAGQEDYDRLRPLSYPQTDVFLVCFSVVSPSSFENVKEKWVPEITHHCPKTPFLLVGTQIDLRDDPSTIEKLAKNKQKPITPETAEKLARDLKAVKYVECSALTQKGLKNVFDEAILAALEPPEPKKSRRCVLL
Rac1 mut GTP = alters GTP binding to activated mutant human Rac1. percent activity (GTP binding), % at 10 µM. P63000. AID 764. GST-Rac1 activated beads, fluorescent GTP binding, flow cytometry; actives lie on both sides; 100% means binding = to untreated wells. actives 0.11% (n = 190,000);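 active = GTP binding at least 20 percentage points away from the 100% baseline, in either direction, so actives lie on both sides; inconclusive = Compound likely fluorescent itself, or too few beads counted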
Mcl-1 Bim block = human Bim-Mcl-1 interaction inhibition; Q07820; Bead-based flow cytometry, Bim peptide-Mcl-1 binding; inhibition, % at 10 µM; actives 0.1% (n = 190,000); AID 1009; in the data active = inhibition above about 40%;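 also: 0% = no compound tracer wells and 100% = peptide blocker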
Rac1 wt modul = modulators of human Rac1 wildtype GTP binding; GTP binding activity (% of control), % at 10 µM; AID 757; actives 0.27% (n = 190,000); GST-Rac1 beads, fluorescent GTP binding, flow cytometry; actives lie on both sides; 0 = cold GTP competed, 100 = untreated; P63000;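 active = GTP binding activity at least 20 points away from the 100% control level, either lower or higher; inconclusive = compound flagged as likely green fluorescent, judged across all proteins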
Mcl1 Bid PPI = Mcl-1/Bid interaction inhibition; Q07820; TR-FRET Mcl-1/Bid-Dy647 peptide binding, 1536-well; inhibition, % at 21.7 µM; actives 0.97% (n = 220,000); AID 1021;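 active = compounds that cut the binding signal by more than half at the single screening dose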;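 also: His-tagged Mcl-1 with europium anti-His antibody binding Bid BH3 peptide; 0% = Mcl-1 plus peptide wells and 100% = peptide-only wells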
Rab2 wt GTP = changes GTP binding to wildtype dog Rab2A, up or down. GST-Rab2 wt beads, Bodipy-GTP binding, flow cytometry. GTP binding activity, % at 10 µM. P61105. actives 0.19% (n = 190,000);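 active = GTP binding activity at least 20 points away from 100%, either lowered or raised; inconclusive = signal likely due to the compound's own green fluorescence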;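 also: 0% = beads with excess unlabeled GTP and 100% = no-compound control corrected for plate trend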
RGS8-Gao reg = human RGS8-Galphao interaction regulation. P09471. multiplexed bead flow cytometry, RGS8-Galphao binding; actives lie on both sides. response (percent of control binding), % at 10 µM. actives 0.34% (n = 220,000). AID 1423; in the data active = response below about 60% or above about 140%; inactive = in between;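 also: Galphao activated as the GDP aluminium fluoride complex binding bead-coupled RGS8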
Target sequence (P09471 whole entry, looked up): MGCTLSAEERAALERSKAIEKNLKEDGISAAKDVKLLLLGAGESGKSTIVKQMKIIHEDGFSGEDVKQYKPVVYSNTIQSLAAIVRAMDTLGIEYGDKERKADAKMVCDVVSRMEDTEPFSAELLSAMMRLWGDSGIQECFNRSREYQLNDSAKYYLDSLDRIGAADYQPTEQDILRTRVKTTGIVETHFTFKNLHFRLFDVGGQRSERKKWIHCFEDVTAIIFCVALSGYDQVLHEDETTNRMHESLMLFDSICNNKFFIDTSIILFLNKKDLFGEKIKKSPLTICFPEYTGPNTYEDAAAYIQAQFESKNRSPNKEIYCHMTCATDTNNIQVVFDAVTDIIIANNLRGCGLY
* hit, by the source's call; ? = inconclusive; . = not tested or not shown.

SMILES | Pf gamet viab | HRas wt GTP bind | Mcl1 Noxa PPI | Rab7 wt modul | Cdc42 wt | Rac1 mut GTP | Mcl-1 Bim block | Rac1 wt modul | Mcl1 Bid PPI | Rab2 wt GTP | RGS8-Gao reg
O=C(OCc1cnc(Cl)s1)c1cccc(Cl)c1 | 7 | 102 | -5 | 102 | 101 | 98 | 0 | 104 | -22 | 103 | 103
CCN(CC(=O)NC1CCS(=O)(=O)C1)S(=O)(=O)c1ccc(F)cc1 (stereo not given) | -12 | 99 | 17 | 104 | 98 | 101 | -4 | 104 | -20 | 97 | 101
O=C(Oc1cccc(Oc2ccccc2)c1)N1CCOCC1 | . | 99 | 0 | 99 | 102 | 99 | -2 | 102 | -8 | 102 | 99
O=C(NC(=S)Nc1cc(C(F)(F)F)ccc1Cl)c1ccccc1 | . | 101 | -1 | 101 | 100 | 98 | 0 | 104 | -7 | 101 | 101
COc1ccc(CNC(=O)Cn2cnc3c(=O)n(C)c(=O)n(C)c32)cc1 | -11 | 95 | 10 | 92 | 97 | 92 | -2 | 95 | -12 | 95 | 98
Cc1cc(N2CCOCC2)nc2ccc(NC(=S)NCc3ccc4c(c3)OCO4)cc12 | 10 | 97 | 11 | 95 | 97 | 94 | 1 | 101 | -50 | 97 | 100
O=C(/C=C/c1ccccc1)N/C(=C/c1ccccc1)C(=O)NCCO | . | 97 | 16 | 95 | 98 | 98 | 0 | 97 | -28 | 98 | 93
Clc1ccc(-c2nc3ccccc3nc2-c2ccccc2)cc1 | 1 | 102 | 2 | 104 | 100 | 101 | -2 | 108 | -5 | 99 | 99
COc1ccccc1OC1=NS(=O)(=O)c2ccccc21 | -6 | 97 | 13 | 99 | 97 | 96 | 2 | 98 | 13 | 95 | 102
CCOc1ccccc1C(=O)NC(C(=O)NCc1ccccc1OC)C(C)C (stereo not given) | . | 97 | 15 | 97 | 94 | 97 | 7 | 95 | -31 | 100 | 98
CCCCCC(=O)NNC1=NCC(Cc2cccc(Cl)c2)S1 (stereo not given) | -1 | 97 | 3 | 98 | 95 | 95 | 0 | 96 | -27 | 97 | 101
Cc1cc(C)c(NC(=O)C2CCCN2CCOC(=O)c2ccccc2)c(C)c1 (stereo not given) | . | 103 | 5 | 102 | 98 | 101 | -5 | 106 | -24 | 98 | 101
CCc1ccc(S(=O)(=O)/N=C2\C=CC(=O)c3ccccc32)cc1 | . | 98 | 87* | 107 | 96 | 96 | 1 | 98 | -12 | 99 | 87
COc1ccccc1N1CCN(Cc2nc3ccccc3c(=O)n2CC(C)=O)CC1 | -20 | 103 | 5 | 100 | 106 | 102 | -117 | 109 | -21 | 102 | 101
Cc1ccccc1C(=O)N(Cc1nc2ccccc2c(=O)[nH]1)C1CCCC1 | 20 | 92 | 10 | 93 | 93 | 95 | 0 | 95 | -19 | 94 | 99
CC(C)(O)CC[C@@H](O)[C@](C)(O)[C@H]1CC[C@@]2(O)C3=CC(=O)[C@@H]4C[C@@H](O)[C@@H](O)C[C@]4(C)C3CC[C@]12C (stereo not given in full) | . | 98 | -6 | 106 | 96 | 97 | -2 | 99 | -10 | 100 | 100
CC(C)c1ccc(OCC(=O)NCCO)cc1 | . | 101 | 12 | 102 | 105 | 99 | -1 | 105 | 1 | 101 | 95
CCCOc1ccc(N2C(=O)CC(N(CCc3ccccc3)C(=O)c3ccccc3)C2=O)cc1 (stereo not given) | . | 97 | -5 | 102 | 98 | 96 | -5 | 101 | -6 | 100 | 102
O=C(NCc1ccccc1Cl)C1CCN(S(=O)(=O)N2CCCCC2)CC1 | . | 97 | 5 | 96 | 97 | 97 | -4 | 100 | -6 | 96 | 101
COc1ccc(CCN2C(=O)CC(Cc3ccc(Br)cc3)C2=O)cc1OC (stereo not given) | . | 101 | 18 | 97 | 101 | 101 | -5 | 100 | 1 | 101 | 102
O=C1C=C(N2CCN(C3=CC(=O)CCC3)CC2)CCC1 | -5 | 102 | 11 | 104 | 104 | 102 | 0 | 107 | -32 | 107 | 105
COc1cc(CNc2ncn[nH]2)ccc1OCc1cccc(C)c1 | -33 | 96 | 15 | 95 | 101 | 96 | -4 | 99 | -25 | 99 | 102
O=C(O)Cc1sc(-c2ccccc2)nc1-c1ccccc1 | . | 101 | 4 | 97 | 97 | 96 | -2 | 103 | -13 | 95 | 97
COc1ccc(-n2cnnc2SCC(=O)c2ccc(S(=O)(=O)N3CCOCC3)cc2)cc1 | 1 | 98 | 5 | 96 | 99 | 99 | 0 | 96 | -5 | 99 | 101
Cc1ccnc(NC(=O)COc2c(C)cc(C)cc2[N+](=O)[O-])c1 | . | 103 | 5 | 107 | 97 | 100 | -5 | 106 | -18 | 101 | 100

Some of the entries above in a different format:
The line under a structure holds: Pf gamet viab	HRas wt GTP bind	Mcl1 Noxa PPI	Rab7 wt modul	Cdc42 wt	Rac1 mut GTP	Mcl-1 Bim block	Rac1 wt modul	Mcl1 Bid PPI	Rab2 wt GTP	RGS8-Gao reg
Cc1cc(N2CCOCC2)nc2ccc(NC(=S)NCc3ccc4c(c3)OCO4)cc12
→ 10	97	11	95	97	94	1	101	-50	97	100
Cc1cc(C)c(NC(=O)C2CCCN2CCOC(=O)c2ccccc2)c(C)c1 (stereo not given)
→ .	103	5	102	98	101	-5	106	-24	98	101

(next part)
SMILES | Pf gamet viab | HRas wt GTP bind | Mcl1 Noxa PPI | Rab7 wt modul | Cdc42 wt | Rac1 mut GTP | Mcl-1 Bim block | Rac1 wt modul | Mcl1 Bid PPI | Rab2 wt GTP | RGS8-Gao reg
Cc1ccc(C(=O)N2CC(C)OC(C)C2)c(Cl)c1 (stereo not given) | 21 | 102 | 13 | 103 | 103 | 100 | -3 | 105 | -14 | 102 | 101
COc1cccc(N(Cc2nnc3n2CCCCC3)C(=O)Nc2ccccc2F)c1 | 24 | 96 | 3 | 101 | 98 | 100 | 0 | 100 | -40 | 99 | 99
Cc1noc(C)c1CSc1nc2sc(C)c(C)c2c(=O)n1-c1ccccc1 | 4 | 94 | . | 93 | 92 | 93 | 0 | 90 | -7 | 92 | 101
COc1ccc(C(C(=O)NC(C)(C)C)N(C(=O)CNC(=O)c2cccs2)c2ccc(NC(C)=O)cc2)cc1OC (stereo not given) | 5 | 95 | 4 | 99 | 97 | 96 | 1 | 91 | -9 | 98 | 97
COc1cc(/C=N/N=C(\N)c2nonc2N)cc(OC)c1OC | -1 | 95 | -1 | 102 | 96 | 95 | -1 | 98 | -15 | 99 | 102
CCSc1nc2cc(OC)c(OC)cc2c(=O)n1CCc1ccccc1 | . | 100 | -6 | 98 | 100 | 98 | -4 | 102 | -22 | 100 | 103
COc1ccc(C2Nc3ccccc3C(=O)N2c2ccc(F)cc2)cc1CSc1ccccn1 (stereo not given) | -9 | 98 | -10 | 100 | 104 | 100 | -3 | 103 | -20 | 101 | 104
CCC(C)NCCOc1ccc(Br)cc1 (stereo not given) | . | 97 | 4 | 99 | 98 | 97 | -7 | 98 | 45 | 99 | 117
O=C(CP(=O)(c1ccccc1)c1ccccc1)N1CCCCC1 | . | 99 | 0 | 100 | 98 | 99 | 0 | 98 | 2 | 99 | 101
O=S(=O)(c1ccc(F)c(F)c1F)N1CCN(C(=S)NC2CC3CCC2C3)CC1 (stereo not given) | . | 100 | 0 | 107 | 98 | 95 | -1 | 103 | -37 | 104 | 102
CC(=O)Nc1ccc(-n2c(C)c(C(C)=O)c(C(C)=O)c2C)cc1 | . | 104 | 10 | 100 | 104 | 100 | 0 | 100 | -48 | 100 | 82
CCCS(=O)(=O)c1c(S(=O)(=O)CCC)c2cnccn2c1C(=O)c1ccc(Cl)cc1 | 1 | 100 | -9 | 104 | 101 | 97 | -2 | 104 | -21 | 102 | 100
CC#CCC(CC#CC)c1nc2ccccc2c(=O)n1N | 10 | ? | 6 | ? | ? | ? | -4 | ? | -16 | ? | 104
CCCCNC(=O)Nc1nc(SCC(=O)OCC)n[nH]1 | . | 98 | 15 | 108 | 96 | 96 | 0 | 100 | -76 | 100 | 103
Cc1nnsc1C(=O)Nc1cccc(Cl)c1 | 22 | 96 | 2 | 95 | 100 | 96 | -1 | 101 | -10 | 95 | 101
CC1CCc2c(sc3c2C2=NS(=O)(=O)CCN2C=N3)C1 (stereo not given) | . | 97 | 5 | 94 | 96 | 95 | 2 | 93 | 16 | 95 | 104
COc1ccc(OC)c(C2CC(=O)N3CN(c4ccccc4F)CSC3=C2C#N)c1 (stereo not given) | . | 98 | 20 | 99 | 97 | 96 | -5 | 96 | -19 | 99 | 97
COC(=O)c1c(-c2ccccc2)csc1N | -17 | 99 | -8 | 101 | 93 | 97 | -4 | 103 | -10 | 99 | 99
O=C(Nc1ccccc1F)C1CCCN(S(=O)(=O)c2cccc3cccnc23)C1 (stereo not given) | . | 102 | 0 | 100 | 98 | 99 | 0 | 104 | -2 | 101 | 105
C=CCn1cccc(C(=O)Nc2ccc(OC)cc2OC)c1=O | . | 99 | 21 | 98 | 101 | 98 | -1 | 100 | -16 | 102 | 103
CCOC(=O)C1=C(C)NC(C)=C(C(=O)OCC)C1C(=O)O | 16 | 100 | 14 | 100 | 98 | 99 | 0 | 101 | -28 | 100 | 103
O=C(CSC(=S)N1CCCCC1)N1N=CCC1c1ccccc1 (stereo not given) | 4 | 102 | 11 | 103 | 101 | 100 | -2 | 102 | -3 | 106 | 101
FC(F)(F)c1nc(N2CCCC2)ncc1-c1nnnn1-c1ccc(Cl)cc1 | . | 101 | 12 | 101 | 98 | 98 | -1 | 101 | -10 | 99 | 102
Cc1cc(S(=O)(=O)N2CCOCC2)ccc1F | . | 97 | 5 | 100 | 95 | 96 | -1 | 96 | -5 | 96 | 101
CC(C)COC(=O)N1CCCC1C(=O)O (stereo not given) | . | 98 | 28 | 101 | 99 | 99 | -1 | 100 | 9 | 98 | 99
O=C(O)C1CC=C(Cl)CC1C(=O)NCC1OCCc2ccccc21 (stereo not given) | . | 98 | 12 | 95 | 96 | 91 | -6 | 94 | 0 | 96 | 106
Cc1cc(C)nc(SCC(=O)c2cc3ccccc3oc2=O)n1 | 0 | 94 | . | 93 | 95 | 92 | -5 | 92 | -18 | 94 | 102
CCCNC(=O)Cn1cnc2sc(C(=O)Nc3ccc4c(c3)OCO4)c(C)c2c1=O | . | 106 | -18 | 113 | 106 | 102 | 0 | 107 | -23 | 107 | 93
CC(Oc1cc(F)ccc1[N+](=O)[O-])C(=O)N(C)CC(=O)Nc1ccccc1C(F)(F)F (stereo not given) | -37 | 99 | 1 | 106 | 96 | 95 | 0 | 94 | -9 | 98 | 104
CC(=O)c1c(C)[nH]c(C(=O)CSc2nnc(CN3CCCCCC3=O)n2-c2ccccn2)c1C | . | 98 | 0 | 97 | 99 | 97 | 0 | 101 | -51 | 96 | 99

High-throughput results (PubChem BioAssay)
